M5 PAM – positive allosteric modulators of human muscarinic M5 receptor. P08912. CHO-K1 hM5, Fluo-8 calcium, ACh EC20 PAM; 0% = ACh EC20, 100% = ACh EC100. activation, % at 3 µM. 360,000 compounds, 0.3% hits;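 active = activation above the run cutoff, the mean activation of all test compounds plus 3 SD, cut at about 18% in these data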
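Measured by: Fluo-8 calcium fluorescence; material: human M5 receptor in CHO-K1 cells; schedule: Post-acetylcholine fluorescence recording 140 s; benchmarks: low control EC20 acetylcholine (0%), high control EC100 acetylcholine (100%); read-out: Max/basal fluorescence ratio as % of EC20–EC100 ACh window; compound: single dose, 3 µM nominal final test concentration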
CHRM4 agonist – agonists of human muscarinic M4 receptor (CHRM4). activation, % at 3 µM. CHO-K1 hM4/Gqi5, Fluo-8 calcium fluorescence; vehicle 0%, full acetylcholine response 100%. P08173. AID 624127. 360,000 compounds, 0.14% hits;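 active = activation above the run mean over all test wells plus 3 SD, cut at about 32% in these data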;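 also: peak over basal fluorescence ratio per well then scaled between controls; 0% = DMSO wells and 100% = acetylcholine at EC100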
Target sequence (P08173 whole entry, looked up): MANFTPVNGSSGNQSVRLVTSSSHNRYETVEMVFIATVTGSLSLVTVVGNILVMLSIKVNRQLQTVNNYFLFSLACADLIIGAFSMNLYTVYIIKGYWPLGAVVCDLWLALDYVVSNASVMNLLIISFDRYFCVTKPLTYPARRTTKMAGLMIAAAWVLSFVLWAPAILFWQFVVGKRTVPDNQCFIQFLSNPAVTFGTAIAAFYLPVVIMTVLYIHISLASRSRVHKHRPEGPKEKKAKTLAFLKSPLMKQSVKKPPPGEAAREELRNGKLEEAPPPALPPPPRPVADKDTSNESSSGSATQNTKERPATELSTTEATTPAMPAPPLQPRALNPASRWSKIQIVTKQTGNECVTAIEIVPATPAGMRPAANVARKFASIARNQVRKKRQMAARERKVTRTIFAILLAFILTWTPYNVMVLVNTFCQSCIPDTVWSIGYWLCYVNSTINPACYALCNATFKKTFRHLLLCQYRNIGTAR
CHRM5 agonist – CHRM5 agonism in calcium assay. 360,000 compounds, 0.19% hits. AID 624037. activation, % at 3 µM. CHO-K1 hM5 cells, Fluo-8 calcium fluorescence; 0% DMSO wells, 100% maximal acetylcholine response. P08912;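 active = activation above the run's mean over test compounds plus 3 SD, cut at about 23% in these data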;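 also: signal is peak over basal fluorescence ratio across the kinetic read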
CRFR2-BP ag – CRF-BP/CRF-R2 complex agonism; activation, % at 13.2 µM; HEK293 CRF-R2/CRF-BP, calcium dye fluorescence (FLIPR); percent of saturating CRF peptide response; 350,000 compounds, 0.46% hits;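 active = activation of at least 50%, plus an integration ratio under a set limit after plate pattern correction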;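 also: plate controls were neutral control wells without compound for no effect and CRF at EC100 for full effect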
CHRM4 antagonist – antagonists of human muscarinic M4 receptor (CHRM4); 360,000 compounds, 0.73% hits; CHO-hM4 cells, ACh EC80, Fluo-8 calcium fluorescence; inhibition, % at 3 µM;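 active = inhibition above its plate's cutoff, the mean inhibition of sample wells plus 3 SD, cut at about 27% in these data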;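 also: 0% = acetylcholine EC80 with DMSO and 100% = DMSO without agonist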
CHRM4 PAM – potentiates acetylcholine response at human M4 receptor | CHO-K1 hM4/Gqi5, Fluo-8 calcium fluorescence, ACh EC20; 0% = ACh EC20, 100% = maximal ACh | 360,000 compounds, 0.4% hits | P08173 | activation, % at 3 µM;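 active = activation above its plate's cutoff, the mean activation of sample wells plus 3 SD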; also: some results filed as inactive read as strong as hits
CRFBP-R2 block – antagonists of CRF-binding protein/CRF-R2 receptor complex. HEK293 CRF-R2/CRF-BP, CRF-induced calcium fluorescence. inhibition, % at 11.8 µM. 350,000 compounds, 0.59% hits. AID 588475;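 active = inhibition of the ligand-induced calcium signal above about 50% at the single tested concentration, limit read from the data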
M5 antag – CHRM5 antagonism in calcium assay. P08912. CHO-hM5 cells, Fluo-8 calcium fluorescence, ACh EC80. inhibition, % at 3 µM. 360,000 compounds, 0.59% hits. AID 624040;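 active = inhibition above a per-plate cutoff, the mean of that plate's test compounds plus 3 SD, cut at about 27% in these data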;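 also: 0% = acetylcholine EC80 with DMSO and 100% = DMSO without agonist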
IDE inh – cellular human IDE inhibition; AID 434962; inhibition, % at 5.59 µM; 320,000 compounds, 0.41% hits; HEK cells, FAbetaB cleavage, fluorescence polarization; P14735;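 active = percent inhibition above the average of all tested compounds plus 3 SD, set per screening campaign, cut at about 16% in these data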;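 also: IDE supplied by intact live HEK cells; FP after avidin binding of uncleaved biotin substrate so inhibition keeps polarization high; 0% = DMSO wells and 100% = 60 µM reference IDE inhibitor Ii1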
* hit, by the source's call; x = no result given; & = joins results of further samples.

canonical_smiles	IDE inh	CHRM5 agonist	CRFBP-R2 block	CHRM4 PAM	M5 PAM	CHRM4 antagonist	M5 antag	CHRM4 agonist	CRFR2-BP ag
Cc1ccc(C)c(N2CCN(CC(=O)Nc3ccc([N+](=O)[O-])cc3C(=O)Nc3ccccc3F)CC2)c1	-3	-2	-35	-4	-11	0	18	1	3.3
Nc1cc(C(=O)N2CCN(c3ccccc3Cl)CC2)ccc1N1CC2CC(C1)c1cccc(=O)n1C2 (configuration not stated)	x	0	6	5	-2	7	4	1	0.3
O=C(c1ccc2c(c1)OCO2)N1CCN(S(=O)(=O)c2ccccc2)CC1	-5	-1	1	0	-3	7	9	1	-0.1
CCOC(=O)C1CCN(Cc2cc(=O)oc3c(C)c(C)ccc23)CC1	2	4	-4	-11	-6	5	-6	7	0.5
COc1ccccc1NC(=O)Nc1nc(C(N)C2CCCCC2)cs1 (configuration not stated)	x	1	x	2	-5	-18	5	15	x
Cc1cccc(-n2nc3c(c2NC(=O)c2ccco2)CS(=O)C3)c1C (configuration not stated)	4	-4	6	-6	0	-2	8	1	-0.3
CC(C)c1cccc(C(C)C)c1NC(=O)Cn1c(=O)cnc2ccccc21	-2	-4	-5	2	5	11	-2	0	-1.6
O=C(Cn1c(=O)sc2ccccc21)NCCOc1ccccc1F	-1	-2	-2	-4	-3	3	2	1	-3.8
O=C(COC(=O)COc1ccc(Cl)cc1Br)NCCC1=CCCCC1	3	-1	0	0	-3	-3	11	0	0.9
CCN(CC)C(=O)[C@H]1CC(CC(=O)NCc2ccc(OC)c(OC)c2)C(=O)N2CCc3c([nH]c4ccccc34)[C@]12C (some centres not stated)	8	-1	-3	4	2	-4	-7	0	-1.1
CNCC[C@H](Oc1cccc2ccccc12)c1cccs1	-5&-2	8	-48	-8	-15	0	13	28	0.2
CC1CCCCC1NC(=O)CSc1nnc(CC(=O)Nc2ccccc2F)n1C (configuration not stated)	1	-2	1	0	-7	5	23	1	0.4
COc1ccc(NC(=O)c2cccs2)cn1	10	-1	8	2	-5	-1	8	1	2.5
O=C(COC(=O)C1CCC1)NCc1ccc(Cl)cc1Cl	10	-4	0	4	6	-2	0	1	-0.7
Cc1ccc(CSc2nnc(CCNC(=O)OC(C)(C)C)o2)cc1	2	-3	22	-7	-11	6	16	18	-5.5
CC(=O)c1cccc(NC(=O)COc2ccccc2C(=O)c2cc(C#N)c(=O)n(C3CCCCC3)c2)c1	6	-1	1	-5	0	4	-10	1	-0.9
CCOC(=O)c1ccc(NC(=S)N2CCN(CCN=CC3=C(O)CC(c4ccccc4)CC3=O)CC2)cc1 (configuration not stated)	2	-15	-1	-16	-18	8	9	10	-0.5
COc1cc(NC(=O)CSc2cc(C)c3cc(C)cc(C)c3n2)c(C(=O)O)cc1OC	-2	-3	65*	-6	-2	7	7	0	-5.1
COC(=O)C1=C(C)NC(C)=C(C(=O)OCC2CCCO2)C1c1cccc(Br)c1 (configuration not stated)	4	-6	23	0	1	-2	-8	0	-2.6
CC(C)CC(=O)N1CC(=O)Nc2ccc(F)cc2C1c1ccccc1 (configuration not stated)	-4	-9	-14	-6	1	-11	-5	1	0.5
COc1ccccc1NC(=O)CCC(=O)O	-5	0	35	-1	-6	7	9	0	-3.0
O=Nc1nc2ncccn2c1-c1ccccc1	x	2	58*	-1	-2	-1	4	0	6.8
CCCc1ccc(Oc2cc(N3CCOCC3)nc(-c3ccccc3)n2)cc1	0	3	-54	4	3	-12	-3	2	27
CC(C)c1ccc(NC(=S)NC2CCCCCC2)cc1	0	-4	-2	-7	-12	6	4	3	-0.3
CCCCSCCCNC(=O)C1CCC(CNS(=O)(=O)c2ccccc2)CC1 (configuration not stated)	7	5	-1	-13	-16	0	19	28	-3.9

Ordered by length of the SMILES (ascending): 3 of the compounds above.
canonical_smiles	IDE inh	CHRM5 agonist	CRFBP-R2 block	CHRM4 PAM	M5 PAM	CHRM4 antagonist	M5 antag	CHRM4 agonist	CRFR2-BP ag
O=C(COC(=O)C1CCC1)NCc1ccc(Cl)cc1Cl	10	-4	0	4	6	-2	0	1	-0.7
COc1ccccc1NC(=O)Nc1nc(C(N)C2CCCCC2)cs1 (configuration not stated)	x	1	x	2	-5	-18	5	15	x
CC1CCCCC1NC(=O)CSc1nnc(CC(=O)Nc2ccccc2F)n1C (configuration not stated)	1	-2	1	0	-7	5	23	1	0.4

At a glance, some entries already given.
canonical_smiles	IDE inh	CHRM5 agonist	CRFBP-R2 block	CHRM4 PAM	M5 PAM	CHRM4 antagonist	M5 antag	CHRM4 agonist	CRFR2-BP ag
Cc1ccc(C)c(N2CCN(CC(=O)Nc3ccc([N+](=O)[O-])cc3C(=O)Nc3ccccc3F)CC2)c1	-3	-2	-35	-4	-11	0	18	1	3.3
Nc1cc(C(=O)N2CCN(c3ccccc3Cl)CC2)ccc1N1CC2CC(C1)c1cccc(=O)n1C2 (configuration not stated)	x	0	6	5	-2	7	4	1	0.3
O=C(c1ccc2c(c1)OCO2)N1CCN(S(=O)(=O)c2ccccc2)CC1	-5	-1	1	0	-3	7	9	1	-0.1
CCOC(=O)C1CCN(Cc2cc(=O)oc3c(C)c(C)ccc23)CC1	2	4	-4	-11	-6	5	-6	7	0.5
COc1ccccc1NC(=O)Nc1nc(C(N)C2CCCCC2)cs1 (configuration not stated)	x	1	x	2	-5	-18	5	15	x

The main list resumes, repeating the 3 entries before the break.
canonical_smiles	IDE inh	CHRM5 agonist	CRFBP-R2 block	CHRM4 PAM	M5 PAM	CHRM4 antagonist	M5 antag	CHRM4 agonist	CRFR2-BP ag
CCCc1ccc(Oc2cc(N3CCOCC3)nc(-c3ccccc3)n2)cc1	0	3	-54	4	3	-12	-3	2	27
CC(C)c1ccc(NC(=S)NC2CCCCCC2)cc1	0	-4	-2	-7	-12	6	4	3	-0.3
CCCCSCCCNC(=O)C1CCC(CNS(=O)(=O)c2ccccc2)CC1 (configuration not stated)	7	5	-1	-13	-16	0	19	28	-3.9
COc1ccc(-n2ccnc2SCC(=O)NCc2ccc3c(c2)OCO3)cc1	0	-3	-2	4	0	1	-7	1	-1.8
COc1ccccc1CNC(=O)C(=O)c1cn(CC(=O)N2CCCC2)c2ccccc12	0	0	-22	4	2	-10	-13	5	0.3
O=C(O)c1ccc(CN2C(=O)CSC2=S)cc1	14	2	9	-6	-5	5	0	3	-1.7
COC(=O)c1sccc1NC(=O)COc1ccc(Cl)cc1Cl	6	0	-24	9	-2	-3	-3	3	0.5
CCn1c(SCC(=O)Nc2nc(C)c(C)s2)nnc1-c1ccco1	0	4	-20	6	1	9	-13	1	-2.8
C/C(Cn1nc([N+](=O)[O-])cc1C)=N\NC(=O)c1cccc(Br)c1	1	-6	1	4	-2	-1	-5	1	0.5
COc1ccc(NC(=O)C(c2cc3c(cc2[N+](=O)[O-])OCO3)N(C)C)cc1 (configuration not stated)	-4	-1	32	-1	-4	-2	1	0	-3.7
Cn1cc(-c2ccc3c(c2)OCO3)c2ccccc21	x	0	x	4	6	-3	-13	-1	x
COCCNC(=O)C(OC(=O)CC1Sc2ccccc2NC1=O)c1ccccc1 (configuration not stated)	1	-5	2	-2	-2	1	10	3	-0.6
COc1cc(-c2cc(NC(C)=O)c3ncc(-c4cc(OC)c(OC)c(OC)c4)n3c2)cc(OC)c1OC	x	2	x	3	-2	10	0	8	x
Cc1cc2cc(CN(Cc3cccs3)Cc3nnnn3CC3CCCO3)c(=O)[nH]c2cc1C (configuration not stated)	-1	6	-41	0	-1	-8	-4	9	-1.3
Cc1onc(-c2c(F)cccc2Cl)c1C(=O)OCC(=O)NC(=O)NCC(C)C	-4	-4	-16	-7	-5	-1	13	0	-5.8
CC/C(=N/Nc1ccccc1C)c1cnnc(SC)n1	3	-2	-2	-4	1	10	1	-1	1.1
Cc1nnc(SCC(=O)Nc2ccccc2)c2ccccc12	10	1	2	-2	-3	2	16	3	0.6
COc1cc(NC(C)=O)c2ncccc2c1Br	x	-9	-4	1	2	-14	16	1	-2.3
CC1CN(CCn2cnc3c(N)ncnc32)CC(C)O1 (configuration not stated)	3	-6	-3	7	-2	-7	15	0	0.6
Clc1ccc(OCc2nc(-c3ccncc3)no2)c(Br)c1	4	-1	0	4	-1	-13	2	4	-1.0
Nc1nc(SCC(=O)Nc2ccc([N+](=O)[O-])cc2)[nH]c(=O)c1NC(=O)c1ccc(Br)cc1	4	-1	4	7	6	1	0	0	-1.2
CCN(C(=O)c1ccc(Br)o1)C1CCS(=O)(=O)C1 (configuration not stated)	0	-1	13	-6	-3	1	-1	0	-1.6
COCCN(CC1CCCN(C2Cc3ccccc3C2)C1)C(=O)CSC (configuration not stated)	6	-7	22	-5	-6	19	20	0	0.0
COc1cc(CNC2CCCCCCC2)ccc1OCC(N)=O	-2	-7	4	-3	4	5	11	0	-3.2
O=C(CCC1N=C2c3ccccc3N=C(SCC(=O)NCC3CCCO3)N2C1=O)NCc1ccc(F)cc1 (configuration not stated)	-2	-3	-9	0	3	4	-15	1	2.9
COC(=O)C1=CN(c2ccc(C(C)(C)C)cc2)C(N)=C(C#N)C1c1cccc([N+](=O)[O-])c1 (configuration not stated)	x	-2	x	-2	-8	2	12	2	x
CCOC(=O)C1(C)CCN1C(=O)c1ccc(OC)c(OC)c1 (configuration not stated)	x	1	x	10	0	-8	0	1	x
Cc1cc(C)c(OCCOCCN(C)C)c(Br)c1	1	-6	6	6	2	-5	0	2	-2.0
COc1ccc(CCNC(=O)CN(C)S(=O)(=O)c2ccc3nc(C)sc3c2)cc1OC	-2	-1	-2	-4	-3	1	9	4	8.7
O=C(NCCN1CCC(n2c(=O)[nH]c3ccccc32)CC1)c1ccc(Cl)cc1Cl	x	2	x	-7	-20	-7	4	13	x

An unsorted share of the library (roughly 2.9% active in at least one column).
